PTAP TSG101 blk – blocks PTAP/TSG101 interaction to inhibit HIV-1 budding; Q99816; Fluorescence polarization, FITC-PTAP peptide / Tsg101 binding; Potency, µM (series often up to 115 µM), without a hit: at the top dose activity change, negative = inhibition, usual class: inhibitors; 340,000 tested, under 10 active; AID 493005; active = well fitted inhibition curve with a large enough effect in the main read-out, with a control signal flat, not every such curve was filed as active; inconclusive = small, poorly fitted or top-dose-only effect, or effect the other way, or a change in a side signal; inactive = no such curve, though single readings can be large or run the other way; also: potency is read from the fitted curve at half-maximal effect; % of control where 0% means no effect
Target sequence (Q99816 whole entry, looked up): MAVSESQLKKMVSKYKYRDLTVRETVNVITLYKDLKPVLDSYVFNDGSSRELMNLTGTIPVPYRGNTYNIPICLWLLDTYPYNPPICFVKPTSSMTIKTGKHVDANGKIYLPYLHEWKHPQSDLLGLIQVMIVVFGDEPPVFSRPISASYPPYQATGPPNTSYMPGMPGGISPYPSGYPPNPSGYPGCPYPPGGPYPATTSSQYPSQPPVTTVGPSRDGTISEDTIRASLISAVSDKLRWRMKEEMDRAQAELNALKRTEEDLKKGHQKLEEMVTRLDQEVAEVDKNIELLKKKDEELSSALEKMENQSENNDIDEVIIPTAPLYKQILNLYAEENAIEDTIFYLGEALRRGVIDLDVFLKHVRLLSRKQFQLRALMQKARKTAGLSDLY
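Tsg101 binding domain (10 uM final) was mixed with compound and a FITC-labeled PTAP peptide (50 nM final) in HEPES pH 7.5 buffer with NaCl, Tween 20, EDTA and TCEP; fluorescence polarization was read after 20 min at r.t.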
TCR act – T cell receptor activation; primary human leukocytes, anti-CD3, IL-2 HTRF, 48 h; Potency, µM (series often up to 9.22 µM), without a hit: top-dose activation of IL-2 secretion, most hits filed as activators; 330,000 tested, under 10 active; AID 504894; also: % of control where 0% means no effect
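Primary human leukocytes incubated 48 hr with anti-CD3 beads plus compound, without co-stimulation. Secreted IL-2 measured by HTRF (europium cryptate/d2 anti-IL-2 pair, 320 nm excitation, 665 nm emission).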
B2AR arrestin – agonists driving beta-arrestin recruitment to human beta2-adrenergic receptor; Potency, µM (titrated, usually from 46.1 µM), inactives show at the top dose activation, most hits filed as activators; P07550; beta-arrestin recruitment to beta2AR, cell-based reporter; 330,000 compounds, 0.02% hits;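 also: potency is read from the fitted curve at half-maximal effect; 0% = DMSO controls and full agonism = EC100 isoproterenol or metaproterenol; nearly all actives have a fitted effect of over 65% in size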
Target sequence (P07550 whole entry, looked up): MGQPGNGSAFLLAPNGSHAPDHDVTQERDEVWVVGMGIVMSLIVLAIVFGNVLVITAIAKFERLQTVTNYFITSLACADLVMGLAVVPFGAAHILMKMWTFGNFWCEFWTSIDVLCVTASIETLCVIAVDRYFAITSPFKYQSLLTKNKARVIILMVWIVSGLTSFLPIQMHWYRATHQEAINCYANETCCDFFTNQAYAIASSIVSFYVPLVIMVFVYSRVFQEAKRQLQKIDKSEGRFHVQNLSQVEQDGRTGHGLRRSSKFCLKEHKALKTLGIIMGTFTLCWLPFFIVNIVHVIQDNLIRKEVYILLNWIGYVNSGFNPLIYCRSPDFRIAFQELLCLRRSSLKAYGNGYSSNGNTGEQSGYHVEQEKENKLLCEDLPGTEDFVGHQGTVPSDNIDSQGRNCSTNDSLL
MLL CXXC-DNA inh – MLL CXXC-DNA interaction inhibition; MLL-CXXC / FITC-HOXA9 DNA fluorescence polarization; Potency, µM (series often up to 115 µM), for the others: at the highest dose activity change, negative = inhibition, hits mostly inhibitors; 290,000 compounds, 0.037% hits; AID 2662; active = well fitted inhibition curve with a large enough effect in the polarisation, with a control signal flat, not every such curve was filed as active; inconclusive = small, poorly fitted or top-dose-only effect, or effect the other way, or a change in a side signal; inactive = no such curve, though single readings can be large or run the other way; the % refers to the polarisation; also: potency is read from the fitted curve at half-maximal effect
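Steps: dispense CXXC domain solution (7 uM) → pin compounds or unlabeled HOX-A9 DNA control → 5 min ambient → add FLSN-HOX-A9 solution (50 nM) → spin → 30 min ambient → fluorescence polarization. Tris pH 7.5/NaCl/DTT/BSA buffer.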
ELG1 DNA repair – inhibitors of ELG1-dependent DNA repair in HEK293T cells | HEK293T ELG1-luciferase reporter, luminescence, 16 h; DNA damage induced by 5-fluorouridine | Potency, µM (highest dose often 46.1 µM), inactives show at the top dose activity change, negative = inhibition, actives largely listed as inhibitors | 330,000 compounds, 2.3% hits; also: potency is read from the fitted curve at half-maximal effect; % is scaled to controls: 0 for no effect and ±100 for the full control effect; nearly all actives have a fitted effect of over 55% in size
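Overnight (16 hr) co-exposure of 2,000 cells/well to 5-fluorouridine and compound at 37 °C preceded detection. Luciferase was quantified via ONE-Glo luminescence; loss of signal denotes inhibition.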
BRCA1 expr act – activators of BRCA1 expression | AID 624202 | MCF7-BRCA1-FFLuc reporter, luminescence, 48 h; response scale: scaled: vehicle 0%, 10 µM genistein 100% | Potency, µM (doses to about 46.1 µM), for the others: at the top dose activation, hits mostly activators | 380,000 compounds, 1.1% hits; also: potency is read from the fitted curve at half-maximal effect; nearly all actives have a fitted effect of over 80% in size; some results filed as inactive show a strong effect at the top dose
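MCF7-BRCA1-FFLuc cells, 2000/well in phenol-red-free MEM, attached 2 h then treated 48 h at 37 C. Luciferase luminescence read 15 min after reagent; normalized to genistein maximum activation (10microM) and DMSO, concentration-response fitted.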
Integrin act MD – activators of alpha7 integrin expression for muscular dystrophy; alpha7betagal myoblasts, beta-gal FDG fluorescence, 48 h; 350,000 compounds, 0.064% hits; AID 624291; Potency, µM (titrated, usually from 38.3 µM), for inactives: top-dose activation, most hits filed as activators;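 also: potency is read from the fitted curve at half-maximal effect; 100% = response of the positive control SU9516; nearly all actives have a fitted effect of over 60% in size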
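Alpha7betagal+/- myoblasts (passage 13) were plated 16-24 hr, then exposed to compounds (1:260 dilution of DMSO stock) for 48 hours at 37C. After MPER lysis, β-galactosidase reporter activity was read as FDG fluorescence (ex 480/em 540) after 30 minutes.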
TRPV1 ag – activates the human vanilloid receptor TRPV1; Q8NER1; TRPV1-expressing cells, Fluo-8 calcium influx, agonist mode; activation, % at 8.33 µM; 320,000 compounds, 0.19% hits; AID 540275; in the data active = activation above about 80%; inconclusive = between about 30% and that limit; also: 0% is about no effect
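Fluo-8 calcium influx in TRPV1-expressing cells, kinetic read (ex 480/em 520 nm). Compound added and read 3 min for agonist activity, followed by capsaicin at EC20 final and 2 min further read for enhancement.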
p53 reactivation – re-activators of mutant p53. H1299 p53-A138V BP100-luciferase reporter, luminescence, 24 h. Potency, µM (highest dose often 92.2 µM), without a hit: at the highest dose activity change, positive = activation, hits mostly activators. 320,000 compounds, 0.063% hits; also: potency is read from the fitted curve at half-maximal effect; % of control where 0% means no effect; nearly all actives have a fitted effect of over 45% in size
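H1299 (p53-null), stable ts p53-A138V + BP100-Luc; 1000 cells/well, Opti-MEM/10% FBS; cpd 4 pt, 1:5; 24 h, 37 deg C, 5% CO2; detection reagent 10 min RT; luminescence.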
AT treatment – candidate therapy for ataxia-telangiectasia; […] A-T fibroblasts, KAP-1 phosphorylation AlphaLISA; neocarzinostatin DNA damage 30 min before lysis; Potency, µM (doses to about 57.5 µM), without a hit: at the highest dose activation, hits mostly activators; 320,000 compounds, 0.19% hits; AID 485349; also: potency is read from the fitted curve at half-maximal effect; % of control where 0% means no effect; nearly all actives have a fitted effect of over 45% in size
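ATM-like activity read as KAP-1 phosphorylation via AlphaLISA donor/acceptor antibody pairs after lysis and 6 hr at 25C. Cells were ATM-null patient fibroblasts ([…], hTERT), dosed 60 min, then exposed to the DSB inducer NCS for 30 min.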
Numbers without * were called inactive; ? = inconclusive; . = no result given; [ ] = dose if it differs, or a comment. Unless noted, calls follow the shape of the dose curve; as a rule, active = well fitted curve in the direction sought with a large enough effect; inconclusive = small, poorly fitted or top-dose-only effect, or another doubt; inactive = no such curve, though single readings can be large; an effect the other way counts as inactive or inconclusive.

SMILES	PTAP TSG101 blk	TCR act	B2AR arrestin	MLL CXXC-DNA inh	ELG1 DNA repair	BRCA1 expr act	Integrin act MD	TRPV1 ag	p53 reactivation	AT treatment
CCCc1cc(=O)[nH]c(SCC(=O)Nc2sc3c(c2C#N)CCC(C)C3)n1 (centres undefined)	-8%	3%	0.3%	-3%	10%	0%	-12%	-1	-2%	0%
O=c1cc(CN2CCN(c3ccc(O)cc3)CC2)nc2scc(-c3ccccc3)n12	-2%	3%	0.2%	2%	?	-38%	2%	-1	-3%	0%
CN(C)S(=O)(=O)N1CCN(S(=O)(=O)c2ccc3ccccc3c2)CC1	-3%	-2%	0.1%	-3%	?	-42%	-6%	-1	0%	.
Cc1[nH]n(-c2ccccc2)c(=O)c1C(=O)Nc1ccccc1	-5%	-2%	-0.3%	-3%	?	30%	10%	1	25%	-4%
Cc1c(Br)c(O)c(Br)c(O)c1/C=N/n1c(-c2ccccc2)n[nH]c1=S	-2%	3%	-0.1%	6%	0%	-5%	1%	3	-1%	-3%
Cc1ccc(NC(=O)N(Cc2cc3cc(C)cc(C)c3[nH]c2=O)CC2COCCO2)cc1 (centres undefined)	-15%	-21%	0.2%	11%	-2%	-6%	-11%	1	-2%	7%
O=C(CN1C(=O)NC2(CCCCCC2)C1=O)Nc1cccc(F)c1	-2%	-2%	-0.5%	.	3%	-12%	6%	?	1%	26%
O=C(N/N=C/c1cnc(N2CCCCC2)s1)c1ccc(Cl)cc1	-4%	7%	-0.2%	19%	?	-39%	-27%	-1	-5%	0%
CC(C)c1nnc(NC(=O)C2c3ccccc3Oc3ccccc32)s1	-7%	-2%	0.2%	0%	0%	-15%	-14%	4	6%	-2%
COc1ccc(C2(O)CCN(C(=O)c3ccc4c(c3)OCO4)CC2)cc1	4%	-4%	0.1%	5%	?	0%	9%	2	4%	-4%
CCc1cccc(C)c1NC(=S)NCCc1c(C)[nH]c2ccc(C)cc12	-6%	6%	-1.1%	-2%	-25%	-33%	-41%	28	1%	3%
O=[N+]([O-])c1ccc(F)c(N=Cc2ccc(Br)s2)c1	-4%	2%[46.1 µM]	-0.1%	5%	23%	37%	0%	3	8%	-1%
CCC(C)c1ccc(OCCn2cc(/C=N/NC(=O)CSc3nnc(C)s3)c3ccccc32)cc1 (centres undefined)	-6%	1%	0.4%	12%	-21%	-51%	-65%[inhibitor]	-2	7%	-4%
CCn1c2ccccc2c2nnc(SCC(=O)Nc3ccc4c(c3)OCO4)nc21	-6%	8%	0.0%	9%	?	3%	9%	1	1%	4%
C=CCOc1ccc(C2/C(=C(/O)c3ccc(OC)cc3)C(=O)C(=O)N2CCN2CCNCC2)cc1 (centres undefined)	-4%	-5%	-1.0%	-4%	0%	0%	26%	-3	10%	-14%
CCC1C(=O)C[C@H]2CCN3C(=O)CCCC1C23 (some centres undefined)	-3%	-3%[46.1 µM]	0.3%	.	15%	-1%	18%	.	-4%	-14%
Cc1cc(-c2ccccc2)n(-c2ccc(C(N)=O)cc2)n1	-5%	1%[46.1 µM]	-0.1%	5%	3%	-32%	4%	12	-9%	-6%
O=c1[nH]c2ccccc2cc1CN(Cc1ccco1)S(=O)(=O)c1ccc(F)cc1	-2%	-3%	0.0%	3%	?	-25%	?	6	2%	11%
COC(=O)c1nc(N)sc1-c1ccccc1	-3%	-6%	-0.2%	5%	0%	-22%	-7%	-3	-5%	-1%
Cc1cnn(-c2cc(N/N=C/c3ccccc3Cl)ncn2)c1	-1%	8%	-0.7%	17%	4%	-17%	27%	-1	-4%	28%
Cc1ccc(NC(=O)CN2C(=O)S/C(=C\c3ccc(C(=O)O)cc3)C2=O)cc1	-4%	-3%	0.3%	-2%	0%	-3%	0%	2	1%	3%
COc1ccccc1NC(=O)c1ccc[n+]([O-])c1	2%	5%	-0.1%	14%	20%	4%	24%	4	-2%	1%
Cc1ccc(S(=O)(=O)N2CCC(C(=O)N[C@H](C(=O)NC3CCS(=O)(=O)C3)C(C)C)CC2)cc1 (some centres undefined)	-2%	-10%	-0.1%	4%	?	24%	23%	3	4%	8%
O=C(NCCN1CCOCC1)NC1(C(F)(F)F)Oc2ccccc2O1	1%	-3%	-0.4%	4%	-12%	-24%	-51%[inhibitor]	-4	6%	5%
O=C1CCc2cc(S(=O)(=O)Nc3ccccc3F)ccc2N1	0%	-6%	0.3%	.	28%	-9%	9%	-10	2%	9%

(next part)
SMILES	PTAP TSG101 blk	TCR act	B2AR arrestin	MLL CXXC-DNA inh	ELG1 DNA repair	BRCA1 expr act	Integrin act MD	TRPV1 ag	p53 reactivation	AT treatment
CC(=O)Nc1cccc(Nc2nc(-c3cccs3)nc3ccccc23)c1	2%	-3%	0.2%	6%	16µM*	-26%	-35%	?	2%	-3%
COC(=O)CNC(=O)CN1C(=O)N(c2cccc(Cl)c2)C(N(O)C(=O)Nc2cccc(Cl)c2)C1(C)C (centres undefined)	-6%	5%	-0.1%	4%	?	-9%	7%	1	-3%	10%
CN(C)CC(=O)c1c(N)n(Cc2ccccc2)c(=O)n(C)c1=O	-3%	-2%	-0.2%	13%	7%	-4%	22%	1	-3%	-10%
Cc1ccccc1N(C(=O)CNC(=O)c1ccco1)C(C(=O)NC1CCCC1)c1ccncc1 (centres undefined)	-2%	0%	-1.3%	-3%	1%	-5%	5%	-8	3%	-7%
O=C(c1ccc(F)cc1)C1CCN(C(=S)NCC2CCCO2)CC1 (centres undefined)	3%	-4%	0.2%	?	?	2%	0%	-1	-1%	-4%[11.5 µM]
O=C(O)Cc1sc(Nc2cccc3ccccc23)nc1-c1ccc(F)cc1	-1%	0%	0.2%	1%	-11%	-42%	-9%	1	-2%	-9%
O=C(NCc1ccccc1)c1cc2ccccc2oc1=O	0%	-4%	0.2%	-6%	?	44%	3%	8	?	5%
CCCCC(=O)Nc1nnc(S(=O)(=O)N(CC)c2ccc(OC)cc2)s1	4%	-4%	0.3%	9%	5%	-18%	-29%	0	1%	4%
Clc1ccc(-c2csc(Nc3cccnc3)n2)cc1	0%	-1%	-0.1%	21%	19%	34%	8%	1	3%	4%
CCOC(=O)c1cnc2cc(F)c(F)cc2c1N1CCN(C)CC1	.	.	0.5%	-1%	-18%	.	.	1	-4%	-11%
CC(C(=O)Nc1ccccc1)N(C)CCOc1ccccc1 (centres undefined)	-5%	2%	0.3%	-8%	2%	-8%	-3%	12	-4%	-1%
Cn1c(=O)c2c(SCC(N)=O)nc(CC(C)(C)C)nc2n(C)c1=O	0%	-1%	-0.3%	2%	14%	-11%	-8%	0	2%	-8%
Cc1cc(C)c(S(=O)(=O)N2CCN(C(=O)C3CC3)CC2)c(C)c1	-5%	-4%	-0.5%	.	1%	-22%	-22%	5	-7%	0%
CS(=O)(=O)Nc1ccc(C(=O)N2CCN(c3ccccc3)CC2)cc1	0%	12%	-1.1%	-8%	2%	9%	5%	0	4%	-14%
CCOC(=O)CNC(=O)C(CO)NC(=O)OCc1ccccc1 (centres undefined)	4%	-6%	-0.1%	-1%	11%	10%	-13%	4	1%	-3%
O=C(O)CCCCCCCCCC[n+]1ccccc1	-2%	-3%	0.0%	-3%	0%	1%	?	12	-1%	-7%
N/C(=N\NC(=O)Nc1ccc(Cl)cc1)c1ccccn1	-1%	-7%	-0.2%	3%	?	?	17%	-1	6%	-1%
Cc1nnc(C)c2c(C)n(-c3ccc(Cl)c(N)c3)c(C)c12	0%	5%	0.6%	-7%	?	-14%	-23%	-1	-3%	9%
COc1ccc(CNC(=O)C/C(C)=N/NC(=O)c2cc(OC)cc(OC)c2)cc1	.	.	-0.1%	11%	-5%	.	.	-3	8%	-1%
Cc1ccc(CSCCNC(=O)CSc2ccccc2)cc1	-2%	-2%[46.1 µM]	-1.1%	-7%	12%	-13%	-8%	26	4%	-1%
O=C1C=CC(=O)N1c1ccccn1	-5%	12%	.	.	.	-4%	0%	.	.	.
CNC(=O)CSc1nnnn1-c1ccc2c(c1)OCCO2	0%	0%[46.1 µM]	-0.7%	-7%	16%	-1%	18%	1	1%	4%
O=C(NC(NCC1CCCO1)C(Cl)(Cl)Cl)c1cccc2ccccc12 (centres undefined)	-2%	.	0.0%	2%	-10%	-34%	-32%	9	-3%	4%

As a short view, some entries already given.
SMILES	PTAP TSG101 blk	TCR act	B2AR arrestin	MLL CXXC-DNA inh	ELG1 DNA repair	BRCA1 expr act	Integrin act MD	TRPV1 ag	p53 reactivation	AT treatment
CC(=O)Nc1cccc(Nc2nc(-c3cccs3)nc3ccccc23)c1	2%	-3%	0.2%	6%	16µM*	-26%	-35%	?	2%	-3%
COC(=O)CNC(=O)CN1C(=O)N(c2cccc(Cl)c2)C(N(O)C(=O)Nc2cccc(Cl)c2)C1(C)C (centres undefined)	-6%	5%	-0.1%	4%	?	-9%	7%	1	-3%	10%
CN(C)CC(=O)c1c(N)n(Cc2ccccc2)c(=O)n(C)c1=O	-3%	-2%	-0.2%	13%	7%	-4%	22%	1	-3%	-10%
